Screening data (PubChem BioAssay)
TcdB inh: blocks C. difficile toxin B glycohydrolase activity | P18177 | TcdB glycohydrolase enzymatic assay, plate reader | inhibition, % at 9.99 µM | 350,000 tested, 0.24% active | AID 652162; in the data active = inhibition above about 10%
Target sequence (P18177 whole entry, looked up): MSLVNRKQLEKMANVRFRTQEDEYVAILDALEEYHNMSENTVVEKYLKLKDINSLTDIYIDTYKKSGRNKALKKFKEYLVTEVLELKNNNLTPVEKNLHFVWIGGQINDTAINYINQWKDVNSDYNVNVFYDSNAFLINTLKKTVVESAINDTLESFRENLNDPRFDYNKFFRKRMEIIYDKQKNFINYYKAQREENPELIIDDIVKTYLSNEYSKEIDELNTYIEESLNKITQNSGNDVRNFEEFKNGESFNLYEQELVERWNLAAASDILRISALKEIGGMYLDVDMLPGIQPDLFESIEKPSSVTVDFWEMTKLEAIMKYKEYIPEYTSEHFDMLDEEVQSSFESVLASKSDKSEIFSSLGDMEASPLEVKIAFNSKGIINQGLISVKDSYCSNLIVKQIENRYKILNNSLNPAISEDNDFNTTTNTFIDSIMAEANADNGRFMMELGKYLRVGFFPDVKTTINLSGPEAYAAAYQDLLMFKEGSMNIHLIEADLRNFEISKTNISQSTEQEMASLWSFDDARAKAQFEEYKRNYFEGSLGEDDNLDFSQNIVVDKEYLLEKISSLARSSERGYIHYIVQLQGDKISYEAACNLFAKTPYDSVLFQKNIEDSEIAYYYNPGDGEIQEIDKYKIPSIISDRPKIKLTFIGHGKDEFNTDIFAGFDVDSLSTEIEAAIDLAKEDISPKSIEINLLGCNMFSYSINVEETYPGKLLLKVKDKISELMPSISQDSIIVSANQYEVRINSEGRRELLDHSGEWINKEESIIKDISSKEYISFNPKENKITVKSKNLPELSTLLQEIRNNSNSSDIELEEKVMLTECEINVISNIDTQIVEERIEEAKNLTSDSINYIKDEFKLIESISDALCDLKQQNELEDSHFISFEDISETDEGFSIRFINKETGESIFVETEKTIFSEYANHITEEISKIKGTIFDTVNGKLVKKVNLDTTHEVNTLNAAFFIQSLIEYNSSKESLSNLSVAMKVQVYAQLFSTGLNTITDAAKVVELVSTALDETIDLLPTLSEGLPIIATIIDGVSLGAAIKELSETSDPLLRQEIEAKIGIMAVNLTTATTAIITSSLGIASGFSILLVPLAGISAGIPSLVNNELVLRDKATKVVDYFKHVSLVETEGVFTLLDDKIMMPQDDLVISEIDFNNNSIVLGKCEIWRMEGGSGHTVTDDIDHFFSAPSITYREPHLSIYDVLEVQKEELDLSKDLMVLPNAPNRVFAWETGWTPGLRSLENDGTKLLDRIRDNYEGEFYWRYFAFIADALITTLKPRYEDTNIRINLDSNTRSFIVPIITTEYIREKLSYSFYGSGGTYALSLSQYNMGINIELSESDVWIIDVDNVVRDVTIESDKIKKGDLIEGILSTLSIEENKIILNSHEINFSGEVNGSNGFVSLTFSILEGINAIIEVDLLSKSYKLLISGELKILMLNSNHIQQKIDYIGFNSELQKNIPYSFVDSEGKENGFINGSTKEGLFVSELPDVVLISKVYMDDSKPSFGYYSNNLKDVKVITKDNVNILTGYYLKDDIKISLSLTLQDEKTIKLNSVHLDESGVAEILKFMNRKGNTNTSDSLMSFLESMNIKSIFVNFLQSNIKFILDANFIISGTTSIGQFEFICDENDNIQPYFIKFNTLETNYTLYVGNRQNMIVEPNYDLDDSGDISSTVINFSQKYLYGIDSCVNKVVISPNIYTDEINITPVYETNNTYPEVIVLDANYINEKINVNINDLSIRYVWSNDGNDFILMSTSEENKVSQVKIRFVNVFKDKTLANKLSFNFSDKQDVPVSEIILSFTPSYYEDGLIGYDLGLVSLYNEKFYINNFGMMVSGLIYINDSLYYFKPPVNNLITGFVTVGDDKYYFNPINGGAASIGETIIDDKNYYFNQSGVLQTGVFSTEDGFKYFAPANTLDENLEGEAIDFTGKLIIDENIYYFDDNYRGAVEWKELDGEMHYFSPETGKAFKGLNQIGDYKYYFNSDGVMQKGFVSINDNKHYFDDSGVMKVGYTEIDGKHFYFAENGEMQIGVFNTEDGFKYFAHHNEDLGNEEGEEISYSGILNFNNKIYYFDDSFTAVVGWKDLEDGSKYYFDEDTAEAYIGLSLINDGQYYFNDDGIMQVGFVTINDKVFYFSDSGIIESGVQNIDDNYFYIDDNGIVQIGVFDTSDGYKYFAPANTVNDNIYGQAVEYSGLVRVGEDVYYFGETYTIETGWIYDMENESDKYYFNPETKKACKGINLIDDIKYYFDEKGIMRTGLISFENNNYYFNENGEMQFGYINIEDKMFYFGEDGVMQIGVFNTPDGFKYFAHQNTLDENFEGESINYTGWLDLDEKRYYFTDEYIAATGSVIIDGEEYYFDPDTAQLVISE
The depositor's hits bear a star. Not all compounds are listed; the hit share may differ from the screen's.

SMILES	TcdB inh
CNC[C@H]1Oc2c(NC(=O)c3ccncc3)cccc2C(=O)N([C@H](C)CO)C[C@@H]1C	-0.3
CO[C@H](CN(C)C(=O)c1ccccc1F)[C@@H](C)CN([C@@H](C)CO)S(=O)(=O)c1ccc(C)cc1	0.2
CCCNC(=O)N1[C@H](C#N)[C@@H](c2ccccc2-c2ccccc2F)[C@H]1CO	1.3
CCCNC(=O)Nc1ccc2c(c1)OC[C@@H](C)N(CCC)C[C@H](C)[C@@H](OC)CN(C)C2=O	0.5
CC(C)CC#Cc1ccc([C@@H]2[C@@H](CO)N3C(=O)CN(C(=O)c4cnccn4)C[C@H]23)cc1	-0.1
COc1ccccc1C(=O)N1C[C@H]2[C@@H](c3ccccc31)[C@@H](CO)N2C(=O)C1CCCC1	-1.2
C[C@@H]1CN([C@@H](C)CO)C(=O)c2cc(NS(=O)(=O)c3ccc(Cl)cc3)ccc2O[C@@H](C)CCCCO[C@@H]1CN(C)S(=O)(=O)c1ccccc1	-0.1
CC(C)C[C@@H]1COCc2cn(nn2)CC[C@@H](Cc2ccccc2)C(=O)N1	0.0
Cc1ccccc1S(=O)(=O)N1[C@H](C#N)[C@H](c2ccc(-c3ccccc3)cc2)[C@@H]1CO	-1.2
CO[C@@H]1CN(C)C(=O)c2cc(NC(=O)NC3CCCCC3)ccc2OC[C@@H](C)N(C(C)=O)C[C@@H]1C	0.2
Cc1cccc(-c2ccccc2[C@H]2[C@@H](C#N)N(c3ncc(-c4ccccc4)s3)[C@@H]2CO)c1	-0.1
COc1ccc(NC(=O)N(C)C[C@H]2OCCCC[C@@H](C)Oc3ccc(NC(=O)Nc4ccc(C(F)(F)F)cc4)cc3C(=O)N([C@H](C)CO)C[C@H]2C)cc1	-0.5
C[C@@H]1CCCCO[C@@H](CN(C)C(=O)c2ccccc2)[C@@H](C)CN([C@@H](C)CO)C(=O)c2cc(NC(=O)Nc3ccc(F)cc3)ccc2O1	-0.4
COc1cccc(C(=O)Nc2ccc3c(c2)C(=O)N(C)C[C@H](OC)[C@H](C)CN(C)[C@H](C)CO3)c1	0.3
C[C@@H]1CN([C@@H](C)CO)C(=O)c2cc(-c3cccc(C#N)c3)cnc2O[C@@H]1CN(C)C(=O)c1cnccn1	-0.3

Grouped by structure: the compounds so far with nitrogen in an aromatic ring (5)
SMILES	TcdB inh
CNC[C@H]1Oc2c(NC(=O)c3ccncc3)cccc2C(=O)N([C@H](C)CO)C[C@@H]1C	-0.3
CC(C)CC#Cc1ccc([C@@H]2[C@@H](CO)N3C(=O)CN(C(=O)c4cnccn4)C[C@H]23)cc1	-0.1
CC(C)C[C@@H]1COCc2cn(nn2)CC[C@@H](Cc2ccccc2)C(=O)N1	0.0
Cc1cccc(-c2ccccc2[C@H]2[C@@H](C#N)N(c3ncc(-c4ccccc4)s3)[C@@H]2CO)c1	-0.1
C[C@@H]1CN([C@@H](C)CO)C(=O)c2cc(-c3cccc(C#N)c3)cnc2O[C@@H]1CN(C)C(=O)c1cnccn1	-0.3

Next section.
SMILES	TcdB inh
C[C@@H]1CN([C@H](C)CO)C(=O)c2cccc(NS(=O)(=O)c3cn(C)cn3)c2O[C@H]1CN(C)C(=O)Nc1ccc2c(c1)OCO2	-1.1
COc1ccc2c3c(n(C)c2c1)[C@@H](CO)N(C(=O)Cc1ccccc1)CC31CN(C(C)=O)C1	1.9
CC(=O)N1CC[C@@H]2[C@@H](CO)Nc3ccc(C#Cc4ccccc4F)cc3[C@@H]21	-9.1
CO[C@@H]1CN(C)C(=O)c2ccc(NC(=O)C3CCCCC3)cc2OC[C@@H](C)NC[C@@H]1C	1.0
C[C@@H]1CN([C@H](C)CO)C(=O)c2cc(N(C)C)ccc2O[C@@H](C)CCCCO[C@@H]1CN(C)C(=O)CCCN(C)C	-33
O=C(Nc1ccc2c(c1)[C@@H]1C[C@@H](CC(=O)N3CCOCC3)O[C@H](CO)[C@@H]1O2)NC1CCCCC1	-0.7
O=C(C[C@H]1C=C[C@H](NC(=O)Nc2ccccc2F)[C@@H](CO)O1)NCc1ccccc1	-9.1
Cc1noc(C)c1NC(=O)NCC[C@H]1CC[C@H](NC(=O)c2ccc(F)cc2)[C@H](CO)O1	-0.9
CN(C)C(=O)c1cccc(-c2ccc3c(c2)[C@H]2[C@H](CCN2C(=O)Cc2ccccc2)[C@H](CO)N3)c1	-1.0
COc1ccc(CN(C)C[C@H]2OCCCC[C@@H](C)Oc3ccc(NC(=O)c4ccncc4)cc3C(=O)N([C@H](C)CO)C[C@@H]2C)cc1	0.0
C[C@H]1CN([C@@H](C)CO)C(=O)c2cccc(NC(=O)C3CCOCC3)c2O[C@@H]1CN(C)C	-0.3
CCC(=O)Nc1ccc2c(c1)C(=O)N(C)C[C@H](OC)[C@@H](C)CN(C(=O)C1CCC1)[C@@H](C)CO2	-0.2
COc1ccc(S(=O)(=O)Nc2cccc3c2O[C@H](CN(C)C(=O)NC(C)C)[C@H](C)CN([C@@H](C)CO)C3=O)cc1	1.2
C[C@@H]1CN([C@H](C)CO)C(=O)c2cc(NS(=O)(=O)c3cccs3)ccc2O[C@@H](C)CCCCO[C@H]1CN(C)S(=O)(=O)c1ccccc1	1.8
CC(C)NC(=O)N(C)C[C@@H]1OCCCC[C@@H](C)Oc2ccc(NC(=O)c3ccccc3)cc2C(=O)N([C@H](C)CO)C[C@@H]1C	-0.5
C[C@@H]1CCCCO[C@H](CN(C)C(=O)Nc2ccc(F)cc2)[C@@H](C)CN([C@@H](C)CO)C(=O)c2cc(NS(=O)(=O)c3cccs3)ccc2O1	0.4
O=C(C[C@H]1CC[C@@H]2[C@H](COC[C@H](O)CN2Cc2ccccc2F)O1)N[C@H]1CCN(Cc2ccccc2)C1	0.4
O=C([C@H]1[C@H](CO)[C@H]2Cn3c(ccc(C4=CCCCC4)c3=O)[C@@H]1N2Cc1nccs1)N1CCOCC1	-2.1
CC=Cc1ccc2n(c1=O)C[C@H]1[C@H](CO)[C@@H](C(=O)NC3CCC3)N(CCC(F)(F)F)[C@@H]21 (mixture of isomers)	-0.6
CCCNC(=O)Nc1ccc2c(c1)OC[C@H](C)NC[C@@H](C)[C@H](OC)CN(C)C2=O	-0.2
COCC#Cc1ccc([C@H]2[C@@H](CO)N3C(=O)CN(C(=O)C4CCC4)C[C@@H]23)cc1	-3.0
O=C(c1ccncc1)N1CC2(C1)[C@@H](c1ccccc1)[C@@H](CO)N2Cc1ccccn1	0.0
CCC(=O)N1[C@H](CO)[C@H](c2ccc(-c3ccccc3OC)cc2)[C@@H]1CNC(C)=O	-0.1
CCCNC(=O)C[C@@H]1CC[C@H]2[C@@H](COC[C@@H](O)CN2CC2CCCCC2)O1	-3.0
C/C=C/c1ccc(C2[C@@H]3CN(Cc4cocn4)C[C@H]2N3)cc1 (stereo partly specified)	-0.1
COc1ccc(NC(=O)Nc2ccc3c(c2)C(=O)N([C@H](C)CO)C[C@H](C)[C@H](CN(C)C(=O)Nc2ccc(F)cc2)OCCCC[C@H](C)O3)cc1	0.7
O=C(NC1CCC1)[C@@H]1[C@@H](CO)[C@@H]2Cn3c(ccc(C4=CCCC4)c3=O)[C@H]1N2C(=O)c1ccccc1	-7.5
[N-]=[N+]=Nc1ccccc1C[C@@]1(C(=O)N2CCCCC2)N=C(c2ccc(OCCCO)cc2)O[C@@H]1c1ccccc1	0.2
COC(=O)CCCCCCC(=O)Nc1ccc(C2OC(CSc3nc(-c4ccccc4)c(-c4ccccc4)o3)CC(c3ccc([N+](=O)[O-])cc3)O2)cc1 (stereo unspecified)	1.6
COc1ccc(CN(C)C[C@@H]2Oc3ccc(NC(=O)Nc4cccc5ccccc45)cc3C(=O)N([C@@H](C)CO)C[C@@H]2C)cc1	0.0
CN(C)C(=O)c1ccc(-c2ccc([C@@H]3[C@@H](CO)N4C(=O)CN(C(=O)C5CC5)C[C@@H]34)cc2)cc1	-9.2
CC(C)NC(=O)Nc1cccc2c1O[C@@H](CN(C)Cc1ccc(C(=O)O)cc1)[C@H](C)CN([C@H](C)CO)C2=O	0.8
C=CC[C@]1(C(=O)N(C)C)COC(c2ccc(OCCCO)cc2)=N1	1.4
Cc1noc(C)c1NC(=O)Nc1cccc2c1O[C@@H](CN(C)S(C)(=O)=O)[C@H](C)CN([C@H](C)CO)C2=O	0.1
COCc1cn(CC[C@@H]2CC[C@H](NC(=O)CCN3CCCCC3)[C@@H](CO)O2)nn1	-7.3
CO[C@@H]1CN(C)C(=O)c2cc(NC(=O)C3CC3)ccc2OC[C@@H](C)NC[C@H]1C	0.3
COc1ccc2c3c(n(C)c2c1)[C@H](CO)N(C(=O)C1CCOCC1)CC31CCN(C(=O)Nc2cccc(F)c2)CC1	0.0
COc1ccc(S(=O)(=O)N[C@H]2CC[C@@H](CCn3cc(-c4ccccc4F)nn3)O[C@H]2CO)cc1	-0.2
CC=Cc1ccc2n(c1=O)C[C@H]1[C@H](CO)[C@@H](C(=O)Nc3ccccc3)[C@@H]2N1C(=O)CC1CC1 (mixture of isomers)	0.3
COCC(=O)N(C)C[C@@H]1Oc2ncc(C#CC(C)(C)O)cc2C(=O)N([C@@H](C)CO)C[C@@H]1C	-1.1
COCC(=O)N(C)C[C@H]1Oc2ncc(C#CCC3CCCC3)cc2C(=O)N([C@H](C)CO)C[C@H]1C	0.8
CN(C)c1ccc2c(c1)[C@H]1C[C@H](CC(=O)NCc3ccc4c(c3)OCO4)O[C@@H](CO)[C@H]1O2	-50
Cc1noc(C)c1NC(=O)N(C)C[C@@H]1Oc2ccc(NS(=O)(=O)c3ccc(Cl)cc3)cc2C(=O)N([C@@H](C)CO)C[C@@H]1C	-0.6
CCC(=O)N1CC2(C1)[C@H](c1ccccc1)[C@@H](CO)N2CC1CCCC1	-0.4
CO[C@H]1CN(C)C(=O)c2ccc(NS(=O)(=O)c3ccccc3)cc2OC[C@@H](C)N(C(=O)NC(C)C)C[C@@H]1C	0.5

Quoted at random: 4 compounds from above.
SMILES	TcdB inh
CO[C@@H]1CN(C)C(=O)c2ccc(NC(=O)C3CCCCC3)cc2OC[C@@H](C)NC[C@@H]1C	1.0
CO[C@H]1CN(C)C(=O)c2ccc(NS(=O)(=O)c3ccccc3)cc2OC[C@@H](C)N(C(=O)NC(C)C)C[C@@H]1C	0.5
COc1ccc(CN(C)C[C@H]2OCCCC[C@@H](C)Oc3ccc(NC(=O)c4ccncc4)cc3C(=O)N([C@H](C)CO)C[C@@H]2C)cc1	0.0
COc1ccc(S(=O)(=O)N[C@H]2CC[C@@H](CCn3cc(-c4ccccc4F)nn3)O[C@H]2CO)cc1	-0.2

The results go on:
SMILES	TcdB inh
CCC(=O)N[C@@H]1CC[C@@H](CC(=O)NCC2CC2)O[C@@H]1CO	0.4
C[C@H]1CN([C@@H](C)CO)C(=O)c2cc(NC(=O)CCCN(C)C)ccc2O[C@H]1CN(C)Cc1ccc(Cl)c(Cl)c1	-0.3
CN1C[C@H]2[C@@H](c3ccccc31)[C@@H](CO)N2C(=O)Nc1ccccc1Cl	0.2
O=C(c1ccccc1)N1CC(=O)N2[C@H](CO)[C@H](c3ccc(C#Cc4ccccc4)cc3)[C@H]2C1	0.9
C[C@H](CO)N1C[C@H](C)[C@@H](CN(C)Cc2ccc(C(=O)O)cc2)OCCCC[C@H](C)Oc2ccc(NS(=O)(=O)c3ccc(Cl)cc3)cc2C1=O	0.1
C[C@@H]1CN([C@H](C)CO)C(=O)Cc2cc(NC(=O)Nc3ccc(C(F)(F)F)cc3)ccc2O[C@@H]1CN(C)Cc1ccc(-c2ccccc2)cc1	-0.4
O=C(Nc1ccccc1F)N[C@@H]1CC[C@@H](CCNC(=O)C2CCCC2)O[C@@H]1CO	-2.3
C[C@@H]1CN([C@@H](C)CO)C(=O)c2cc(NC(=O)Nc3ccc(C(F)(F)F)cc3)ccc2O[C@H]1CN(C)C(=O)Nc1ccc(C(F)(F)F)cc1	-0.3
N#C[C@H]1[C@@H](c2ccccc2C2=CCCC2)[C@H](CO)N1C(=O)Cc1ccncc1	-0.1
COCCN(C[C@H]1N[C@H](CO)[C@H]1c1ccc(-c2ccc(F)cc2)cc1)C(C)=O	0.2
CCO[C@@H]1OC(C(=O)N2CCCC2)=C[C@H](c2ccc(C(F)(F)F)cc2)[C@H]1CCCO	-3.3
C[C@@H]1CN([C@@H](C)CO)C(=O)Cc2cc(NC(=O)c3ccncc3)ccc2O[C@@H]1CN(C)Cc1ccc(C(F)(F)F)cc1	0.9
COCC#Cc1cnc2c(c1)C(=O)N([C@H](C)CO)C[C@@H](C)[C@@H](CN(C)C(=O)Nc1cc(F)ccc1F)O2	-1.9
C[C@@H]1CN([C@@H](C)CO)C(=O)c2cc(C3=CCCCC3)cnc2O[C@@H]1CN(C)C(=O)Nc1ccccc1	1.6
C[C@H]1CN([C@@H](C)CO)S(=O)(=O)c2ccc(-c3cccc(C#N)c3)cc2O[C@@H]1CN(C)C(=O)c1ccc(F)cc1	0.2
C[C@@H]1CCCCO[C@@H](CN(C)C(=O)Nc2cccc3ccccc23)[C@H](C)CN([C@@H](C)CO)C(=O)c2cc(NC(=O)C3CCCCC3)ccc2O1	-3.0
Cc1cc(C(=O)Nc2cccc3c2O[C@@H](CN(C)C(=O)Nc2ccc(C(F)(F)F)cc2)[C@H](C)CN([C@H](C)CO)C3=O)n(C)n1	0.7
C[C@@H]1CN([C@H](C)CO)C(=O)c2cccc(NS(=O)(=O)c3cn(C)cn3)c2O[C@@H]1CN(C)Cc1ccc2c(c1)OCO2	1.4
CNC(=O)C[C@@H]1CC[C@@H]2[C@@H](COc3ccc(NC(=O)Nc4ccc(C)cc4)cc3C(=O)N2C)O1	2.2
CCc1sc(N2[C@H](C#N)[C@H](c3ccccc3-c3cccc(C)c3)[C@H]2CO)nc1C	0.2
COc1ccc(CN(C)C[C@@H]2Oc3ccc(NC(=O)NC(C)C)cc3C(=O)N([C@@H](C)CO)C[C@@H]2C)cc1	-0.5
COCC(=O)N[C@@H]1CC[C@@H](CC(=O)NCc2ccccc2OC)O[C@@H]1CO	-8.1
